NOD1 inhibition: NOD1 signaling inhibitors, primary screen, cell-based, luminescence, uHTS (AID 1578). NOD1-driven NF-kB luciferase reporter cells, luminescence; higher % means a stronger effect. inhibition, % at 4 µM; hits with a dose series show EC50 in µM. 1% of 290,000 active; in the data active = inhibition mostly above about 36%, no sharp cut-off; inactive = mostly below about 34%;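 also: HEK-293T reporter cells stimulated with the NOD1 agonist gamma-tri-DAP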
KOR beta-arrestin-1: KOR antagonists, beta-arrestin recruitment, cell-based, luminescence, uHTS (AID 1778); KOR beta-arrestin recruitment, luminescence, antagonist mode; higher % means a stronger effect; inhibition, % at 10 µM; hits with a dose series show IC50 in µM; 0.091% of 290,000 active; also: strong numbers were not always called active
KOR beta-arrestin-2: KOR agonists, beta-arrestin recruitment, primary screen, cell-based, luminescence, uHTS (AID 1777). KOR beta-arrestin recruitment, luminescence; higher % means a stronger effect. activation, % at 10 µM; hits with a dose series show EC50 in µM. 0.02% of 280,000 active; in the data active = activation above about 50%, passing the limit was not always enough; also: a part of the inactive calls stands beside numbers as strong as those of hits
AID2073: inhibitors of Mint1-CaV2.2 protein interaction, biochemical, HTRF (AID 2073). HTRF protein-protein interaction, Mint1-CaV2.2; higher % means a stronger effect. one-dose inhibition, % at 20 µM; IC50 in µM for titrated hits. 0.19% of 290,000 active; in the data active = inhibition mostly above about 51%, no sharp cut-off; also: some results filed as inactive read as strong as hits
Dynein transport: dynein cargo transport inhibition; 3617.4 mouse cells, GR-EGFP nuclear translocation imaging; test concentration mostly 20 µM; stimulated with dexamethasone, 1 µM; stronger effect = lower value; z-score, hits read low; 0.47% of 220,000 active; AID 1381;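 active = plate z-score of nuclear minus cytoplasmic receptor signal below a set negative limit, without overly bright fluorescence or cell loss, cut at about -3.5 in these data, passing the limit was not always enough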;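 also: z-score of nuclear minus cytoplasmic ring GR-EGFP intensity difference per well; some compounds called inactive have numbers as strong as hits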
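Buffer or medium: tetracycline-free induction medium containing charcoal-stripped FBS / Reagent: dexamethasone agonist, 1.0 µM final, for 30 min / Technique: automated 10x imaging of fixed Hoechst-stained cells / Times: induction 48 h, compound 1 h, agonist 30 min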
NOD2 inhibition: inhibition of NOD2-driven NF-kB reporter – cell-based, luminescence, uHTS, HEK293 (AID 1566); HEK293 NOD2/NF-kB luciferase reporter, luminescence; higher % means a stronger effect; one-dose inhibition, % at 4 µM; EC50 in µM for titrated hits; 0.63% of 290,000 active; also: many of its hits are not listed in these tables
M17LAP inhibition: P. falciparum M17LAP inhibitors, primary screen, biochemical, fluorogenic H-Leu-NHMec substrate, 1536-well (AID 1619) | recombinant M17LAP, H-Leu-NHMec fluorogenic kinetic assay; higher % means a stronger effect | 0.38% of 220,000 active | inhibition, % at 30 µM, or IC50 in µM where a hit was titrated;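 active = compound inhibiting the enzyme by more than half at any dose during confirmatory dose-response retesting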;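 also: plate controls were full reaction with DMSO carrier for no effect and no enzyme background for full effect; strong numbers were not always called active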
GPR55 activation: selective activators of receptor GPR55 – imaging, U2OS cells, beta-arrestin-GFP redistribution, primary screen (AID 1961) | U2OS GPR55 beta-arrestin-GFP redistribution imaging; higher % means a stronger effect | activation, % at 10 µM, or EC50 in µM where a hit was titrated | 0.048% of 290,000 active;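 active = activation above 40% with more than 50 cells counted in the well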;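 also: U2OS osteosarcoma cells stably expressing GPR55 and beta-arrestin-GFP; plate controls were DMSO negative control for no effect and LPI positive control for full effect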
M1AAP inhibition: malaria alanyl aminopeptidase activity blockers – biochemical, fluorogenic H-Leu-NHMec substrate, 1536-well (AID 1445); 0.42% of 220,000 active; inhibition, % at 30 µM; hits with a dose series show IC50 in µM; recombinant M1AAP, H-Leu-NHMec fluorogenic kinetic assay; higher % means a stronger effect;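 active = primary inhibition above the hit cutoff, then over 50% inhibition at one or more dose response concentrations, cut at about 23% in these data, passing the limit was not always enough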;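 also: plate controls were DMSO full reaction for no effect and no enzyme background for full effect; strong numbers were not always called active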
Dynein transport cytoplasmic EGFP: further read-out of Dynein transport, marked with its call; z-score; measured here: cytoplasmic GR-EGFP intensity; stronger effect = higher value
Dynein transport nuclear GR-EGFP: second read-out of Dynein transport, no call of its own (marks repeat the call); z-score; measured here: nuclear GR-EGFP intensity;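 lower value marks the stronger effect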
Dynein transport cell count: second read-out of Dynein transport, no call of its own (marks repeat the call); z-score; measured here: cell count per field
* = called active by the depositor; · = not tested or not shown; [ ] = dose if it differs, or a comment. Rule as the data show it, unless noted: active = inhibition above about 50%; inactive = the rest. Only part of the results is shown (hit frequency here may not be typical).

NOD1 inhibition | KOR beta-arrestin-1 | KOR beta-arrestin-2 | AID2073 | Dynein transport | Dynein transport cytoplasmic EGFP | Dynein transport nuclear GR-EGFP | Dynein transport cell count | NOD2 inhibition | M17LAP inhibition | GPR55 activation | M1AAP inhibition | SMILES
-22% | -100% | 2.7% | 9% | 1.7 | -0.19 | 1.2 | -0.51 | 6% | 7% | 0.2% | 15% | CNCCc1ccccn1
-30% | -42%[20 µM] | · | 4% | -1.1 | -0.19 | -0.73 | 0.15 | 22% | 0% | 0.1% | -3% | Cc1ccc2cc(C#N)c(NCCNC(=S)NCCCN3CCOCC3)nc2c1
-13% | -20% | 7.6% | 7% | -0.57 | -0.3 | -0.66 | 0.88 | 3% | 0% | -0.1% | 4% | CCN(CC)C(=O)C[n+]1cccc(/C=N/O)c1
-6% | -28% | -5.4% | 11% | 1.4 | -0.13 | 0.82 | -0.22 | 9% | 7% | -0.1% | 6% | CCOC(=O)C1CCCN(C(=O)c2cn(CC(C)C)c(=O)c3cc(OC)c(OC)cc23)C1 (stereo not drawn)
-12% | -11% | 2.5% | 1% | -0.26 | -0.23 | 0.061 | 0.52 | -6% | 19% | -0.1% | 1% | O=[N+]([O-])c1ccc(OCCN2CCNCC2)cc1
-39% | -10% | 9.0% | 20% | 1.6 | -0.24 | 1.1 | -1.7 | -6% | 46% | 0.7% | 8% | Cc1ccc(OCC(=O)N/N=C\c2ccc(-c3cccc(C(=O)O)c3)o2)c(C)c1
-20% | 10% | -8.8% | -4% | -0.25 | -0.28 | -0.1 | 0.87 | 16% | -9% | -0.3% | 4% | CCCCN(CCCC)CCNC(=O)CSCc1ccc(C)cc1
-3% | 38% | -3.7% | 19% | -0.18 | -0.23 | 0.54 | -0.5 | 15% | -2% | -0.1% | -1% | O=C(COC(=O)c1ccc[nH]c1=O)Nc1ccc(S(=O)(=O)N2CCCC2)cc1
-32% | -28% | -0.1% | 9% | -0.1 | -0.19 | 0.095 | -0.079 | 14% | 14% | 0.0% | 2% | CCn1cc(C(=O)NCC2CCCO2)c(=O)c2cc(S(=O)(=O)N3CCC(C)CC3)ccc21 (stereo not drawn)
-44% | -8% | 1.3% | 3% | · | · | · | · | -18% | · | 0.0% | · | COCCN(C(=O)COC(=O)c1sccc1C)c1c(N)n(Cc2ccccc2)c(=O)[nH]c1=O
-2% | 22% | 17% | 48% | -0.035 | -0.82 | 0.012 | 0.44 | 18% | 10% | -0.1% | 9% | CC1(OC(=O)c2cccs2)C(=O)C=C2C=C3CCCN3C=C2C1=O (stereo not drawn)
-60% | 29% | -3.9% | 38% | -0.62 | -0.29 | -0.32 | 0.98 | -172% | 1% | -0.1% | 2% | CCc1ccc(-c2ccc(SCC(=O)Nc3nnc(C)s3)nn2)cc1
3% | 15% | -1.1% | -3% | -0.014 | -0.16 | 0.33 | -0.021 | 14% | 5% | 0.0% | 16% | COc1cc(C(c2sc3nc(C)nn3c2O)N2CCOCC2)cc(OC)c1OC (stereo not drawn)
-22% | -19% | 1.3% | 4% | · | · | · | · | 4% | · | -0.1% | · | CCOc1ccc(Br)cc1S(=O)(=O)Nc1ncn[nH]1
-100% | 4% | 1.6% | -4% | · | · | · | · | -224% | · | 0.1% | · | O=C(c1ccccc1)n1c(=S)nc2ccccn21
-24% | 25% | -1.3% | -2% | -0.66 | -0.28 | 0.45 | 0.5 | 12% | -10% | -0.1% | 2% | CCNc1nc(NCC)nc(OCCOC(=O)Nc2ccccc2)n1
2% | 2% | 7.9% | 5% | 0.89 | -0.27 | 0.12 | -0.24 | 14% | 0% | 0.6% | 5% | NC(=O)NC(=O)COC(=O)c1cccnc1Nc1ccccc1F
-9% | -20% | -0.7% | 7% | · | · | · | · | 23% | · | 0.3% | · | CC1(C)Cc2c(sc(NC(=O)C(=O)NCC3CCCO3)c2C(=O)O)CO1 (stereo not drawn)
-23% | 29% | -1.5% | 0% | -0.17 | -0.2 | -0.09 | 0.59 | -9% | -4% | -0.1% | 1% | CC(C)NC(=O)Cn1cc(C#N)c2cc(Br)ccc21
-8% | 8% | -0.9% | -6% | -0.023 | -0.19 | 0.43 | -1.2 | 7% | 30% | -0.1% | 5% | Cc1cc(SCC(=O)NN=C2CCN(C(C)C)CC2)c(C)cc1Br
22% | -22% | 1.8% | -13% | -0.073 | -0.24 | 0.79 | -0.88 | 4% | 8% | 0.0% | 5% | O=C(NCCc1c[nH]c2ccccc12)c1cncc(Br)c1
-7% | -22% | 3.7% | 10% | · | · | · | · | -24% | · | 0.4% | · | O=C(Cc1ccc(F)cc1)NCCc1cnc[nH]1
2% | -17% | -2.8% | 38% | -0.46 | -0.06 | 0.05 | 0.54 | 2% | -3% | -0.1% | 18% | Fc1ccccc1N1CC(c2ccccc2)C(c2cccs2)=N1 (stereo not drawn)
-22% | -10% | 6.0% | -3% | 2 | -0.058 | 1.6 | -1.4 | -18% | 8% | -0.1% | -1% | CC1CCN(CCCNC(=O)c2ccc3c(=O)n(CCc4ccccc4)c(=O)[nH]c3c2)CC1

One compound at a time (already shown):
`CCOc1ccc(Br)cc1S(=O)(=O)Nc1ncn[nH]1` is listed as NOD1 inhibition = -22%; KOR beta-arrestin-1 = -19%; KOR beta-arrestin-2 = 1.3%; AID2073 = 4%; Dynein transport = ·; Dynein transport cytoplasmic EGFP = ·; Dynein transport nuclear GR-EGFP = ·; Dynein transport cell count = ·; NOD2 inhibition = 4%; M17LAP inhibition = ·; GPR55 activation = -0.1%; M1AAP inhibition = ·
`Cc1ccc2cc(C#N)c(NCCNC(=S)NCCCN3CCOCC3)nc2c1` is listed as NOD1 inhibition = -30%; KOR beta-arrestin-1 = -42%[20 µM]; KOR beta-arrestin-2 = ·; AID2073 = 4%; Dynein transport = -1.1; Dynein transport cytoplasmic EGFP = -0.19; Dynein transport nuclear GR-EGFP = -0.73; Dynein transport cell count = 0.15; NOD2 inhibition = 22%; M17LAP inhibition = 0%; GPR55 activation = 0.1%; M1AAP inhibition = -3%

Looked up above:
Entry for NC(=O)NC(=O)COC(=O)c1cccnc1Nc1ccccc1F under KOR beta-arrestin-1: 2%
Entry for O=C(Cc1ccc(F)cc1)NCCc1cnc[nH]1 under GPR55 activation: 0.4%

Continued:
NOD1 inhibition | KOR beta-arrestin-1 | KOR beta-arrestin-2 | AID2073 | Dynein transport | Dynein transport cytoplasmic EGFP | Dynein transport nuclear GR-EGFP | Dynein transport cell count | NOD2 inhibition | M17LAP inhibition | GPR55 activation | M1AAP inhibition | SMILES
-10% | -32%[20 µM] | -1.4% | 0% | -0.13 | -0.28 | -0.062 | 0.21 | 7% | 6% | -0.1% | 6% | CCOC(=O)Cn1c(=O)cc(C)c2ccccc21
-22% | · | -1.7% | 9% | -0.29 | -0.23 | -0.08 | -0.073 | -114% | -7% | -0.2% | 3% | CC(=O)c1cccc(NC(=O)c2ccc(-c3ccccc3[N+](=O)[O-])o2)c1
20% | -27% | 2.1% | 21% | · | · | · | · | -8% | · | -0.1% | · | Cc1ccc(S(=O)(=O)c2cc3c(=O)n4ccccc4nc3n(CCc3ccccc3)c2=N)cc1
3% | -27% | -0.9% | 0% | -1.1 | -0.18 | -0.41 | 1.1 | -3% | 5% | -0.1% | 4% | COc1ccc(C(=O)Nc2ccc3c(c2)nc(CN2CCN(C(C)=O)CC2)n3C)cc1
-17% | -14% | -4.7% | 4% | 1.8 | -0.26 | 0.81 | 0.44 | -6% | 13% | -0.2% | -3% | CCCCNC(=O)CSc1nnc(Cc2ccccc2)n1CC
-11% | -12% | 2.1% | 0% | · | · | · | · | -12% | · | -0.1% | · | Cc1ccc(S(=O)(=O)CC(=O)NC(C)c2ccccc2)cc1 (stereo not drawn)
-19% | 9% | 3.7% | 19% | · | · | · | · | 5% | · | -0.1% | · | CCOc1cc(/C=C2/SC(=S)N(Cc3ccccc3)C2=O)ccc1O
-19% | 5% | -7.1% | 1% | -0.41 | -0.26 | -0.31 | 0.89 | 7% | -2% | -0.2% | -2% | O=S(=O)(Cc1ccc(Cl)cc1)Nc1ccc2c(c1)OCO2
36% | -28%[20 µM] | 3.9% | -4% | · | · | · | · | 2% | · | -0.1% | · | COc1ccccc1NC(=S)NCc1ccc(F)cc1
1% | -36% | 1.0% | 12% | -0.53 | -0.33 | 0.38 | 0.48 | 14% | -6% | -0.1% | 11% | COc1cccc(-n2c(SCC(N)=O)nc3c([nH]c4ccccc43)c2=O)c1
4% | 1% | -2.1% | 28% | -2.5 | 0.22 | -1.5 | 0.16 | -1% | 10% | -0.2% | 6% | COc1ccc(/C=C/C(=O)c2c(O)ccc3c(C)cc(=O)oc23)cc1
2% | 1% | 1.2% | 3% | 0.033 | -0.24 | 0.39 | 0.35 | 24% | 3% | -0.1% | 4% | COc1ccc(-n2c(=O)c3c4c(sc3n(CC(N)=O)c2=O)CCCCC4)cc1
-20% | 5% | 0.0% | 9% | -1.1 | -0.2 | -0.39 | 0.24 | 8% | 1% | -0.1% | 1% | CN(C[C@H](Cc1ccccc1)N(C[C@H](Cc1ccccc1)N(CCC(C)(C)C)N=O)N=O)N=O
-32% | -33%[20 µM] | · | 7% | -0.67 | -0.36 | -0.33 | 1.6 | -15% | 7% | -0.1% | -1% | CC(=O)CCC(=O)N1CCCC(CNC(=O)c2ccc(-c3ccccc3)cc2)C1 (stereo not drawn)
-11% | -10% | -1.2% | -12% | -0.19 | -0.28 | 0.012 | 0.77 | 5% | 6% | -0.3% | 13% | CN(C)CCCN1C(=O)c2cccc3c(Br)ccc(c23)C1=O
· | -1% | 2.0% | 7% | 1.1 | -0.46 | 0.59 | 0.017 | 6% | -3% | -0.2% | -2% | Cc1cc2ncn(S(=O)(=O)N(C)C)c2cc1C
9% | -54%[20 µM] | -1.6% | 1% | -0.23 | -0.19 | 0.46 | 0.88 | 31% | 1% | -0.1% | -7% | CC(C)CNS(=O)(=O)c1ccc(CCC(=O)N2CCN(c3ccc(F)cc3)CC2)cc1
28% | 8% | -2.1% | -18% | 1.1 | -0.2 | 0.71 | -0.61 | 17% | 26% | 0.3% | 11% | O=C(O)CSc1c(-c2cccs2)[nH]c2ccccc12
-25% | 19% | 1.8% | 4% | -0.044 | -0.21 | -0.26 | 0.21 | 19% | 27% | -0.5% | 9% | COc1ccc(NC(=O)CSc2nncc3ccccc23)cc1
-12% | 23% | 1.8% | 1% | -0.72 | -0.26 | 0.023 | 0.039 | 15% | -5% | 1.1% | 0% | N#CCC(=O)N/N=C/c1ccc(Cl)cc1
4% | 15% | 4.1% | -4% | 0.26 | -0.12 | -0.11 | 0.26 | 19% | -9% | 0.6% | 4% | CCOC(=O)c1c(NC(=S)NCc2ccccc2)sc2c1CCN(C(=O)OCC)C2

Screening results (PubChem)
